Compound activity (PubChem BioAssay)
CDK5 inh = inhibitors of human CDK5/p35 kinase, primary screen, biochemical, single concentration; Cyclin-dependent kinase 5 (Homo sapiens) + Cyclin-dependent kinase 5 activator 1 (Homo …; Recombinant CDK5/p35, ADP-Glo luminescence, 60 min; inhibition, % at 10 µM; hit rate 0.01% among 330,000; AID 488839, 2010;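 active means highest replicate inhibition of at least 50% and at least 75% of replicates reaching 50%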;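 further: plate controls were DMSO neutral control for no effect and GW8510 at 10 µM for full effect; many of its hits are not listed in these tables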
PvdQ acylase = P. aeruginosa PvdQ acylase inhibitors, primary screen, biochemical, fluorescence, plate reader and imaging, single point | PvdQ acylase [Pseudomonas aeruginosa LESB58] | purified PvdQ acylase | inhibition, % at 10 µM | hit rate 0.063% among 340,000; in the data active means inhibition above about 30%, passing the limit was not always enough;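 further: 0% = vehicle neutral wells and 100% = reference inhibitor wells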
LANA DNA inh = inhibitors of KSHV C-LANA binding to DNA, primary screen, biochemical, fluorescence polarization, FAM-LBS DNA, MBP-C-LANA, single point; Kaposi's sarcoma herpesvirus LANA C-terminal domain (residues 932-1162) DNA binding; inhibition, % at 9 µM; hit rate 0.078% among 340,000;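 active means highest replicate inhibition at or above 60% at 9 µM, even if other replicates fall short; inactive means all replicates below 60% inhibition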;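 further: 0% = neutral control wells and 100% = 4 µM acridine orange control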
dFosB activator = activators of delta FosB homodimer, primary screen, biochemical, fluorescence polarization, TAMRA-CDK5 oligo, single point. Protein FosB (Mus musculus), P13346. purified delta FosB; percent of positive-control signal above neutral wells. activation, % at 25 µM. hit rate 0.99% among 340,000;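 active means mean activation above about 17%, with every replicate also reaching it, limit read from the data, passing the limit was not always enough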;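 further: fluorescence polarization rise as delta FosB binds a TAMRA Cdk5 AP-1 oligo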
Target sequence (P13346 whole entry, looked up): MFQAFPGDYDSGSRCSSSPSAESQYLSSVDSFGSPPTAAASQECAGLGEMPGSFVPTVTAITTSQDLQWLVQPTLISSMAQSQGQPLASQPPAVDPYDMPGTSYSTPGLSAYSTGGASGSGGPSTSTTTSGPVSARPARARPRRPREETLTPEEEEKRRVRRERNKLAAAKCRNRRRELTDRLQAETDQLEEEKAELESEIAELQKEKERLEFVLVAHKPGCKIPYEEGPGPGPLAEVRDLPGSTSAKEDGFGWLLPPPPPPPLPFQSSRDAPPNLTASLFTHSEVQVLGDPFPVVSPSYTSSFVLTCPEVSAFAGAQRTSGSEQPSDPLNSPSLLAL
RTF Ca sens inh = cardiac RTF calcium sensitivity inhibitors, primary screen, biochemical, IANBD-TnC fluorescence, EC70 calcium; hit rate 0.12% among 340,000; Troponin I, cardiac muscle (Homo sapiens) + Troponin T, cardiac muscle (Homo sapiens) + …; IANBD-labeled cardiac RTF, Ca2+ fluorescence; inhibition, % at 7.15 µM;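 active means inhibition above the mean inhibition of all tested compounds plus 3 SD, cut at about 17% in these data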;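 further: assay run at fixed EC70 calcium of 1.6 mM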
RTF Ca sens act = cardiac RTF calcium sensitivity activators, primary screen, biochemical, IANBD-TnC fluorescence, EC20 calcium | IANBD-labeled TnC RTF fluorescence at EC20 calcium; 0% EC20 calcium, 100% full calcium | hit rate 0.24% among 340,000 | activation, % at 7.2 µM | Troponin I, cardiac muscle (Homo sapiens) + Troponin T, cardiac muscle (Homo sapiens) + …;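 active means activation above the mean over all tested compounds plus 3 SD, cut at about 30% in these data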;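 further: rise in fluorescence read as greater calcium sensitivity of cardiac thin filaments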
Mot1-301 SUMO = yeast Mot1-301 growth rescue at high temperature, primary screen, SUMOylation pathway inhibitor project, S. cerevisiae, ATP luminescence, 38.5C; hit rate 1% among 320,000; growth rescue, % at 18.8 µM; S. cerevisiae Mot1-301 growth rescue; percent above DMSO median, 100 means doubled; AID 2716, 2010;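 active means every valid replicate shows activation above 250% relative to neutral control wells; inactive means the rest, any valid replicate at or below 250%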;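 further: OY570 slx delta 5 strain wells were the positive control but not used for scaling; some compounds called inactive have numbers as strong as hits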
PfHsp90 set2 = growth inhibition of PfHsp90-expressing yeast, primary screen, antimalarial PfHsp90 inhibitor project, S. cerevisiae, BacTiter-Glo luminescence, single point, set 2; BacTiter-Glo ATP, 48 h; yeast lacking PDR1 and PDR3 efflux regulators; inhibition, % at 9.4 µM; hit rate 0.32% among 310,000;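 active means every replicate shows inhibition above about 80%, whatever the replicate mean, limit read from the data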;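 further: 0% = DMSO neutral controls and 100% = 20 µM radicicol positive controls; yeast relying on Plasmodium falciparum Hsp90 in place of its own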
NSD2 inh = NSD2 histone methyltransferase inhibitors, primary screen, biochemical, AlphaScreen, single concentration, set 2 | Histone-lysine N-methyltransferase NSD2 (Homo sapiens), O96028 | NSD2 peptide methylation, 120 min | inhibition, % at 12.5 µM | hit rate 0.54% among 310,000 | AID 743445, 2014; in the data active means inhibition above about 50%
Rtt109 HAT inh = inhibitors of C. albicans Rtt109/Vps75 HAT, primary screen, biochemical, ThioGlo CoA-SH fluorescence, plate reader | Histone acetyltransferase RTT109 (Candida albicans (strain SC5314 / ATCC MYA-2876)), … | purified Rtt109/Vps75, 4 h | inhibition, % at 34.9 µM | hit rate 0.16% among 330,000;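 active means inhibition of at least 50% in every replicate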
Keap1-Nrf2 PPI = Keap1-Nrf2 protein-protein interaction inhibitors, primary screen, biochemical, fluorescence polarization, single point; hit rate 0.15% among 340,000; inhibition, % at 9.4 µM; Keap1 Kelch-Nrf2 peptide fluorescence polarization, 1536-well; in the data active means inhibition above about 12%;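 further: human Keap1 Kelch domain with fluorescein labeled Nrf2 9mer peptide probe; 0% = neutral control wells and 100% = peptide positive control; higher means more block of Keap1 binding to Nrf2 peptide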
Target sequence (Q14145 whole entry, looked up, the tested form may be a part): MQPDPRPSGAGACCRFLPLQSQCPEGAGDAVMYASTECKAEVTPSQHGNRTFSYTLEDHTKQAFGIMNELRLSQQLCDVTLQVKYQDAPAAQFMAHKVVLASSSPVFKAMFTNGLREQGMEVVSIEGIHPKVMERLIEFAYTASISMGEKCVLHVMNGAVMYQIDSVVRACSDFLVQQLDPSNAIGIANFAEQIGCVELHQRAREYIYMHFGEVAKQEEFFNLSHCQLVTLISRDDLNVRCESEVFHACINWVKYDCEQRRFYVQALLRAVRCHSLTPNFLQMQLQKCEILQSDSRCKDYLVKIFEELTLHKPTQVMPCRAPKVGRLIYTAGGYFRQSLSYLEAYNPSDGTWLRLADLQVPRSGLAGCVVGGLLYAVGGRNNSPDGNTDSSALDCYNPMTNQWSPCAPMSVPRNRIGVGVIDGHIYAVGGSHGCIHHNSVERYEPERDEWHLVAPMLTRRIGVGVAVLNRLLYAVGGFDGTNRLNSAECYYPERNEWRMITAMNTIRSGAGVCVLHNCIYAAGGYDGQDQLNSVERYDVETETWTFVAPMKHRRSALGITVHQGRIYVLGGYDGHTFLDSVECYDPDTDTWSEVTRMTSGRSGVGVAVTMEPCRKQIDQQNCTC
* hit, by the source's call; . = no result given; & = joins results of further samples.

SMILES | PvdQ acylase | dFosB activator | Rtt109 HAT inh | RTF Ca sens act | PfHsp90 set2 | NSD2 inh | Mot1-301 SUMO | LANA DNA inh | CDK5 inh | Keap1-Nrf2 PPI | RTF Ca sens inh
O=C(c1ccc(F)cc1)c1cccc(C(=O)c2ccc(F)cc2)n1 | -9.9 | -16.9 | 5.1 | -0.7 | -18.1 | -1.2 | . | 3.4 | 2.5 | -4.7 | -1.2
COc1ccc(C(=O)Nc2ccc(N3CCN(C)CC3)cc2)cc1 | 1.8 | 0.9 | -5.7 | 0.9 | 59.1 | 1.8 | -6.1 | -1.9 | 0.3 | -0.8 | -5.7
CC(C)N(C(=O)COC(=O)c1ccc(Cl)c(S(N)(=O)=O)c1)C(C)C | -6.9 | -5.2 | -3.2 | 4.9 | 6.1 | -4.1 | -13.3 | 0.8 | -1.1 | -0.8 | 10.5
O=S(=O)(c1ccc(Cl)c(Cl)c1)c1snnc1-c1ccccc1 | 1.9 | 9.9 | 2.5 | -0.6 | 52.7 | . | . | -1.5 | -2.3 | -4.4 | 5.8
O=C(CCN1C(=O)/C(=C/c2ccc(F)cc2)SC1=S)NCCc1ccc(O)cc1 | -12.0 | 67.6* | -5.2 | -7.5 | 27.2 | 5.9 | 0.4 | 0.3 | -0.3 | 0.4 | -13.4
COc1ccc(C(C(=O)NCc2ccccc2)N(Cc2ccco2)C(=O)c2snc(C(N)=O)c2N)cc1 (configuration not stated) | 3.9 | -8.5 | -2.3 | -7.7 | 11.6 | -1.3 | -12.0 | 0.6 | 0.1 | 0.0 | 7.9
CC(NC(=O)c1cccc(F)c1)C(c1cccs1)N1CCN(C)CC1 (configuration not stated) | -13.3 | 2.6 | -9.3 | -3.7 | 17.9 | -4.4 | -7.0 | 0.7 | -1.0 | -1.6 | -11.2
CCOC(=O)c1c(NC(=O)C(=O)N/N=C(\C)c2ccc(OC)cc2)sc2c1CCCCC2 | -4.6 | -10.2 | -15.3 | -6.8 | 15.5 | -1.8 | 4.5 | 0.9 | 0.0 | 4.5 | -10.2
Cn1c(SCC(=O)NNC(=O)Cc2ccccc2)nc2ccccc2c1=O | -3.5 | 13.7 | -1.7 | -1.9 | . | -3.4 | -0.6 | -0.9 | -1.3 | -3.5 | 2.5
CC1CC(C)(C)CC2(C1)NC(=O)N(CC(=O)NCCc1ccc3c(c1)OCCO3)C2=O (configuration not stated) | -9.2 | 0.2 | 8.4 | -0.6 | -7.2 | 1.0 | -23.1 | -0.8 | 0.5 | -4.5 | -4.6
COc1ccc(NC(=S)N(CCCN2CCCC(C)C2)Cc2cccs2)cc1 (configuration not stated) | 7.7 | 0.3 | 2.5 | 3.4 | 15.3 | 1.5 | -9.4 | -0.4 | -0.9 | -2.1 | -4.1
CC(C)CC(CC(C)C)=NNC(=O)c1ccc2c(c1)OCO2 | -8.3 | -1.2 | 1.6 | -3.7 | . | 1.1 | -6.8 | 1.8 | 0.0 | -2.0 | 0.6
CCS(=O)(=O)NCC(c1ccco1)N1CCN(c2ccccc2)CC1 (configuration not stated) | -10.7 | -1.8 | 1.8 | -5.8 | 11.6 | -3.2 | 11.6 | -1.2 | 1.9 | -6.9 | -2.1
CC1CCN(S(=O)(=O)c2ccc3c4c2CC(=O)N4CC(C)S3)CC1 (configuration not stated) | -3.2 | -1.2 | -6.1 | -1.6 | 4.4 | 0.6 | -15.7 | 1.0 | 0.0 | -1.6 | 2.4
Cc1nc2c(o1)CCc1ccccc1C2N1CCN(C)CC1 (configuration not stated) | -0.3&-1.3&-17.4 | 1.2&-2.0&-8.9 | -5.2&5.5 | -3.0&-0.8&8.8 | 4.3&17.7 | 12.1&19.4&13.2 | -0.6&25.3 | -1.0&1.3&-0.9 | 1.4&0.3&-0.2 | 0.0&2.4&-3.0 | 2.2&-4.0&-34.6
O=C(CN1C(=O)NC(Cc2ccccc2)C1=O)Nc1ccccc1 (configuration not stated) | -15.5 | -1.3 | -19.9 | -1.6 | -27.5 | -1.1 | . | 0.4 | -0.5 | -4.1 | 8.6
COc1cc(OC)cc(C(=O)Nc2ccc(-n3cnnn3)c(C)c2)c1 | -11.6 | -3.9 | 1.5 | -0.1 | . | -0.8 | -10.1 | -1.5 | -1.0 | -4.4 | -9.3
CCCCC(=O)Nc1ccc(N2CCN(S(C)(=O)=O)CC2)cc1 | 17.5 | 0.3 | 7.8 | -11.4 | 13.1 | -0.9 | 100.6 | 0.3 | 1.1 | -7.2 | 0.7
O=C(NC1CC1)C1=C[C@@H](c2ccccc2)C[C@@H](OCCCCO)O1 | 9.6 | 8.4 | -3.8 | 1.6 | 10.0 | . | 17.1 | 0.0 | 0.8 | -1.9 | -1.6
CCOC(=O)c1ccc(S(=O)(=O)N2CCN(C3CCCC3)CC2)cc1 | -7.7 | -7.2 | -10.2 | . | 8.8 | . | 14.4 | -1.9 | 1.0 | -0.6 | .
COc1ccccc1C(=O)N/N=C(\C)c1ccc(NC(=O)C2CC2)cc1 | 11.5 | -8.8 | 13.7 | 2.8 | 9.9 | -1.5 | -12.8 | 0.2 | 1.9 | -2.8 | 2.6
COCCCN1C(=O)c2ccc(C(=O)Nc3cccc(OC)c3)cc2C1=O | -3.8 | -2.4 | -7.9 | 3.5 | 8.8 | 11.8 | 7.5 | 0.6 | 0.9 | -1.7 | -0.8
Cc1ccccc1NCC(=O)Nc1cc(S(=O)(=O)N2CCCCC2)ccc1C | -10.6 | -8.7 | 9.9 | -1.1 | . | 56.6* | -6.6 | -1.7 | 0.1 | -7.5 | -0.4
O=C(O)CNc1ccc(S(=O)(=O)C(F)(F)F)cc1[N+](=O)[O-] | 1.8 | -1.3 | -2.3 | 0.4 | 25.4 | -2.1 | 9.2 | 0.6 | 0.8 | -1.1 | 4.1
O=C(CN1CCC(n2nnc3cc(C(F)(F)F)ccc32)CC1)Nc1ccc2c(c1)CCC2 | 5.7 | -0.4 | 4.0 | 2.3 | -10.1 | 0.2 | -5.6 | 0.1 | 0.0 | -0.2 | 3.6
O=C(NCCN1CCN(C(=O)c2ccc([N+](=O)[O-])cc2)CC1)C(=O)NCc1ccccc1 | -5.6 | -2.6 | -5.0 | -0.7 | 0.1 | 1.4 | -4.2 | 2.0 | -0.3 | 6.3 | -3.1
CCOC(=O)c1[nH]c2cc3c(cc2c1NC(=O)CN1CCC2(CC1)OCCO2)OCO3 | -10.0 | -3.5 | -0.1 | -6.1 | 38.5 | -1.4 | 15.7 | -0.6 | -0.6 | -4.5 | -2.7
C[C@H](CO)N1C[C@H](C)[C@@H](CN(C)C(=O)Nc2ccc(F)cc2)Oc2ccc(NS(C)(=O)=O)cc2C1=O | -8.7 | -7.9 | -0.4 | 16.7 | -5.7 | . | -19.4 | 1.5 | 0.5 | 0.5 | -13.8
Cn1c(C(=O)NCCCN2CCN(c3ccccc3F)CC2)cc2c(=O)[nH]c3ccccc3c21 | -14.7 | 4.2 | -1.2 | 0.4 | -17.1 | . | 86.0 | 0.6 | 3.1 | 0.9 | -0.6
Cc1ccc(S(=O)(=O)N2CCCCC2)cc1NC(=O)COC(=O)c1ccc(O)cc1 | -7.9 | -12.7 | 1.6 | 0.6 | 4.3 | 3.8 | 5.1 | 1.1 | 1.8 | 0.1 | -5.8

(more compounds)
SMILES | PvdQ acylase | dFosB activator | Rtt109 HAT inh | RTF Ca sens act | PfHsp90 set2 | NSD2 inh | Mot1-301 SUMO | LANA DNA inh | CDK5 inh | Keap1-Nrf2 PPI | RTF Ca sens inh
CCN(CC)S(=O)(=O)c1cccc(-c2nnc(SCC(=O)NC)n2CCc2ccccc2)c1 | -3.6 | 0.6 | 6.9 | 0.7 | 1.6 | 1.3 | -11.1 | 0.0 | 1.1 | 5.9 | -0.5
O=C(c1cc(C2CC2)nn1-c1ccccc1)N1CCN(c2ccc(O)cc2)CC1 | 9.2 | -3.8 | 25.4 | -14.7 | 8.9 | 7.6 | . | 0.0 | 3.0 | 0.3 | -5.2
CCN1CCN(C(=O)NS(=O)(=O)c2ccc(C)cc2)CC1 | -15.5 | 5.3 | -3.7 | -4.4 | 10.7 | -1.1 | . | 1.4 | -1.0 | -4.1 | -7.3
COc1cc(C(=O)NCC(c2ccccc2)N(C)C)ccc1OCC(=O)N1CCOCC1 (configuration not stated) | -1.0 | -3.9 | 17.0 | 1.8 | 11.2 | -2.4 | 69.5 | 2.5 | 2.0 | 2.2 | -1.7
OCCSc1nc(-c2ccccc2)nc2c1CCC2 | -5.5 | -0.9 | -2.5 | -3.3 | 7.3 | -0.4 | 358.9 | 1.1 | -1.0 | 1.0 | 1.6
O=C(NC1CC1)C1CCN(S(=O)(=O)c2cc(Cl)ccc2Cl)CC1 | -17.5 | 1.9 | -3.4 | 6.3 | -18.7 | 1.1 | 17.7 | -2.5 | 0.1 | 0.2 | 1.1
CCCN(CCC)CCNC(=O)c1cn(C)c(=O)c2c1c1ccccc1n2C | -4.2 | -11.3 | 5.1 | -7.5 | 19.6 | . | . | -8.9 | 1.1 | 3.3 | 1.7
CCC(C)NC(=O)CN(c1cc(C)cc(C)c1)S(=O)(=O)c1c(C)[nH]c(=O)[nH]c1=O (configuration not stated) | -9.7 | -4.7 | -1.3 | 2.1 | -4.0 | . | -4.8 | 0.3 | -2.1 | -2.5 | -8.6
Cc1csc(SCC(=O)c2ccc(S(=O)(=O)N3CCOCC3)cc2)n1 | 2.7 | -2.5 | 3.9 | 1.2 | . | 3.9 | -23.9 | -4.4 | -1.5 | -4.4 | -6.3
CC(=O)Nc1ccc(NC(=O)C(C)OC(=O)COc2ccc(Nc3ccccc3)cc2)cc1 (configuration not stated) | -1.1 | -10.6 | -11.1 | 1.4 | -10.4 | 5.0 | -2.3 | -1.6 | -0.2 | 1.5 | -9.5
COc1ccc(C(=O)OCC(=O)NC(=O)CCSc2ccccc2)cc1 | -13.4 | -4.2 | 8.9 | 3.3 | -31.2 | -3.7 | 2.1 | 1.9 | 0.1 | -5.3 | 0.0
O=C(O)c1ccccc1NC(=S)NC(=O)c1sc2ccccc2c1Cl | -0.2 | -8.0 | 5.6 | -7.0 | -10.6 | 0.9 | -14.0 | 0.9 | 1.8 | 3.4 | -12.4
